Screens: PubChem BioAssay, several laboratories
Mtb RmlCD inh – M. tuberculosis RmlC/RmlD coupled enzyme inhibitors, primary screen, biochemical, compound mixtures, 384-well, from 1536-well plates; dTDP-4-dehydrorhamnose reductase (Mycobacterium tuberculosis (strain ATCC 25618 / H37Rv)) …; RmlC+RmlD coupled enzyme assay, percent inhibition; primary screen in compound mixtures; actives 0.03% (n = 160,000); inhibition, % at 3.6 µM; in the data active = inhibition mostly above about 34%, no sharp cut-off; also: some results filed as inactive read as strong as hits
Target sequence (P9WH09 whole entry, looked up): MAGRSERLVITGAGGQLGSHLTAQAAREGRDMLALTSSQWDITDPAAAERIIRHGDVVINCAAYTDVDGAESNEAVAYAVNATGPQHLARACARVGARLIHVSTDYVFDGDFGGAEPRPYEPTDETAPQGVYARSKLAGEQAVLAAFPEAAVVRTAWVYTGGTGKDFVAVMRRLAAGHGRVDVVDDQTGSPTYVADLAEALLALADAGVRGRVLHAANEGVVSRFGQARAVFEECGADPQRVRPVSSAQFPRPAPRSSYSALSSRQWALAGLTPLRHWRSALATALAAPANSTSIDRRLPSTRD
Target sequence (P9WH11 whole entry, looked up): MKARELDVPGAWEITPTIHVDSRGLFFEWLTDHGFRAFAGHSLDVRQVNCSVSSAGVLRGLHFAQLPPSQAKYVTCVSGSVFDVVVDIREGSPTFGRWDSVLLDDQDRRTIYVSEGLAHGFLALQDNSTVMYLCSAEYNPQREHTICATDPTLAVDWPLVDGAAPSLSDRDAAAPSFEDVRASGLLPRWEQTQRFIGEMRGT
M. tuberculosis GlmU – inhibition of mycobacterial GlmU enzyme – biochemical, glucosamine-1-phosphate acetyltransferase (AID 1376); Bifunctional protein GlmU (Mycobacterium tuberculosis (strain ATCC 25618 / H37Rv)); one-dose inhibition, %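 (tested at 30 µM in the primary screen)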; IC50 in µM for titrated hits; actives 0.25% (n = 220,000); M. tuberculosis GlmU acetyltransferase enzyme assay; higher % means a stronger effect; in the data active = inhibition above about 13%;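 also: 0% = complete reaction with vehicle and 100% = reaction without substrate; strong numbers were not always called active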
Numbers without * were called inactive; / = no result given; & = joins results of further samples.

SMILES	Mtb RmlCD inh	M. tuberculosis GlmU
O=C(CSc1nc2ccccc2[nH]1)NC1CCCc2ccccc21 (stereo unspecified)	-3.3	6.6%
Cc1ccnc(SCCn2c(N3CCCCC3)nc3c2c(=O)[nH]c(=O)n3C)n1	4.1	1.1%
Cc1ccc2nc(NC(=O)[C@H](C)N3C(=O)C4CC=CCC4C3=O)sc2c1 (stereo partly specified)	-1.6	-6.5%
O=C(CN(C(=O)CCC(=O)Nc1nccs1)C1CCCC1)NCc1ccc2c(c1)OCO2	10.3	-5.6%
O=C(NCc1ccco1)C1CCCN1C(=O)Nc1ccc(Cl)cc1 (stereo unspecified)	-7.9	-1.5%
O=C(c1cc(-c2cccs2)nc2ccccc12)N1CCN(S(=O)(=O)c2cccc(F)c2)CC1	8.1	-0.7%
CNS(=O)(=O)c1ccc(NC(=O)c2nc3nc(C)cc(C(F)F)n3n2)cc1	-10.8	-0.1%
CN=C1c2ccccc2CN1c1cccc(C(=O)OC)c1	/	-2.8%
CCC(CC)C(=O)NCCc1ccc(OC)cc1	-6.6	-3.0%
NC(=S)NNC(=S)Nc1ccccc1	-1.6	-7.6%
COc1ccc(S(=O)(=O)N2CCCC2C(=O)Nc2nnc(-c3cccnc3)s2)cc1 (stereo unspecified)	12.3	-1.0%
c1ccc(-c2cn3nc4c(nc3n2)CCCC4)cc1	/	-9.2%
CCCCNC(=O)c1onc(CSc2cccc(OCC)c2)c1C(=O)O	-9.4	-2.3%
CN(CC(=O)Nc1ccccc1Cl)CC(=O)Nc1c(F)cccc1F	/	0.4%
Cc1ccn2c(-c3csc(NCc4ccco4)n3)c(C)nc2c1	-2.6	-3.6%
CCc1nnc(NC(=O)CSc2nnc(-c3ccccc3O)n2CC)s1	/	4.3%
O=C(c1ccc(Cl)cc1)C1CCCN(Cc2cccc3ncccc23)C1 (stereo unspecified)	-7.8	1.1%
N#Cc1ncc(-c2ccc3c(c2)OCCOCCOCCOCCOCCO3)nc1C#N	-0.5	-4.0%
COc1ccccc1CN(Cc1ccco1)S(=O)(=O)c1ccc(-n2cnnn2)c(OC)c1	14.4	1.1%
COCCN(C(=O)Cc1cccs1)C(C(=O)NCc1ccc(OC)cc1)c1ccc(C(C)C)cc1 (stereo unspecified)	7.4	4.2%
O=C1C2=C(c3ccccc31)[N+](=O)[C@@H]1CCCC[C@@H]1N2[O-]	8.0	-2.4%
CC(C)CN1CC(C(=O)O)CC1=O (stereo unspecified)	-0.7	7.2%
COC(=O)/C=C1/S/C(=N/NC(=O)c2ccccc2C)NC1=O	-3.6	1.5%
CC(=O)Nc1ccc(C(=O)/C=C/c2ccco2)cc1	8.6	3.7%
COc1ccc(C2CC(=O)Oc3c(C(CCN4CCCCC4)c4ccc(N(C)C)cc4)c(OC)cc(OC)c32)cc1 (stereo unspecified)	-7.5	-0.9%
COc1cccc(CC2(CO)CCN(Cc3cn(C)nc3C)CC2)c1	/	-5.0%
O=C(O)c1ccc(Oc2ccc(C(F)(F)F)cn2)cc1	/	-4.4%
COC(=O)c1nn(-c2ccccc2)c(Cl)c1/C=N/O	4.3	-5.3%
CCCCSc1cc(=O)[nH]c(N)n1	/	1.0%
O=C(CNC(=S)N(Cc1ccccc1F)C1CCCCC1)NC1CC1	0.9	1.6%
O=C(O)C1CSC(c2ccco2)N1 (stereo unspecified)	-18.6	-11.4%
CC1(C)CC(=O)C2=C(C1)N(c1ncn[nH]1)C(N)=C(C#N)C2c1ccccc1 (stereo unspecified)	/	2.7%
CCOC(=O)c1cc(C#N)c(SC)nc1C	-1.3	-3.7%
Cc1sc2nc(-c3ccco3)oc(=O)c2c1C	5.0	3.0%
COc1ccc(OCC(=O)N/N=C/C2CC=CCC2)cc1 (stereo unspecified)	5.2	7.4%
CCSc1nnc(NC(=O)Cc2ccc(OC)c(S(=O)(=O)N3CCOCC3)c2)s1	/	-0.3%
Cc1nc(/C(=N/O)C(N)=O)cs1	-7.3	/
Cc1cccc2sc(NC(=O)C3=NN(c4ccccc4)C(=O)CC3)nc12	-3.4	-3.3%
N/C(=N\OC(=O)c1cc(-c2ccccc2)nc2ccccc12)c1ccncc1	-1.2	-1.4%
Cc1ccc(CSc2ccc(C(=O)N3CCOCC3)cc2[N+](=O)[O-])cc1	2.2	1.3%
Cc1ccc(-n2nc(N)c3c(=O)oc(N(C)C)nc32)cc1	16.1	4.1%
Cc1nc(SCCO)c2oc3ccccc3c2n1	/	2.7%
CN(Cc1ccccc1)C(=O)COC(=O)c1ccc(Cl)cc1N	-5.8	1.0%
Cc1ccc(SCCc2cc[n+](CC(=O)c3ccccc3)cc2)cc1	22.1	-12.7%
COc1ccc(C(CC(=O)O)n2cnnn2)cc1 (stereo unspecified)	-5.8	1.5%
Oc1ccc(Cl)cc1C1=Nc2ccccc2N=C(c2ccco2)C1	/	-0.8%
COc1cc(C2NC(=O)CS2)cc(OC)c1OC (stereo unspecified)	/	2.4%
Cc1cc(=O)n2[nH]c(-c3ccc(C(C)(C)C)cc3)cc2n1	-5.9&12.6	-2.9%&-5.4%
COC(=O)c1cn(CC(=O)NCc2cccs2)c2ccccc12	1.4	1.2%
CCN(CC(=O)Nc1ccc2c(c1)OCCO2)S(=O)(=O)c1ccc(C)cc1	-0.2	0.9%
Next entries:
SMILES	Mtb RmlCD inh	M. tuberculosis GlmU
COc1ccc(-c2ccc(CCC(=O)O)n2NC(=O)c2cccs2)cc1	-1.4	5.9%
CCCCn1c(N)c(N(CCOC)C(=O)COc2ccc(Cl)cc2)c(=O)[nH]c1=O	-8.6	-5.1%
CCC(C)c1ccc(O)c(NC(=O)c2cccnc2)c1 (stereo unspecified)	17.3	1.4%
CN1CCc2c(sc(N)c2C(N)=O)C1	3.1	0.7%
Cc1ccccc1NC(=O)CCC(=O)OCC(=O)c1cccc([N+](=O)[O-])c1	-6.3	1.7%
CC1CCCCN1C(=O)c1ccc(N2CC3CC(C2)c2cccc(=O)n2C3)c([N+](=O)[O-])c1 (stereo unspecified)	-11.1	0.1%
Cc1oc(-c2cccc(Cl)c2)nc1CN(C)C1CCOC1 (stereo unspecified)	-15.3	2.8%
CC1CCN(C(=S)Nc2cccc(S(=O)(=O)N(C)C)c2)CC1	3.6	3.8%
CCOC(=O)c1c(-c2ccccc2)nc2cc(C)ccn12	16.5	3.4%
Cc1ccc(NC(=O)CCC(=O)NNC(=O)COc2ccccc2)c(C)c1	12.3	6.3%

A second format for 4 compounds above:
> CCCCn1c(N)c(N(CCOC)C(=O)COc2ccc(Cl)cc2)c(=O)[nH]c1=O
  Mtb RmlCD inh = -8.6; M. tuberculosis GlmU = -5.1%

> COc1ccc(-c2ccc(CCC(=O)O)n2NC(=O)c2cccs2)cc1
  Mtb RmlCD inh = -1.4; M. tuberculosis GlmU = 5.9%

> CCOC(=O)c1c(-c2ccccc2)nc2cc(C)ccn12
  Mtb RmlCD inh = 16.5; M. tuberculosis GlmU = 3.4%

> CCC(C)c1ccc(O)c(NC(=O)c2cccnc2)c1 (stereo unspecified)
  Mtb RmlCD inh = 17.3; M. tuberculosis GlmU = 1.4%

Further compounds follow.
SMILES	Mtb RmlCD inh	M. tuberculosis GlmU
COc1ccc([N+](=O)[O-])cc1COc1cc(C)cc2oc(=O)cc(-c3ccccc3)c12	-10.5	0.3%
CC1(C)c2ssc(=S)c2-c2ccccc2N1C(=O)CSC1=NCCS1	/	-8.8%
CCC/C=C1/CCCOC(C(=O)NCCN2CCOCC2)(C(F)(F)F)C1 (stereo unspecified)	/	-1.7%
Cc1cccc(N2C(=O)NC(=O)/C(=C\c3cccn3-c3ccc(Cl)cc3)C2=O)c1	/	-2.4%
CC(C)(C)C(=O)CN1CCN(S(=O)(=O)c2ccc(F)cc2)CC1	9.0	-1.7%
O=C(Cn1nc(-c2ccc(N3CCOCC3)c([N+](=O)[O-])c2)c2ccccc2c1=O)N1CCCCC1	-5.6	0.5%
CC1(C)C2CCC1(CS(=O)(=O)N1CCC(C(=O)O)CC1)C(=O)C2 (stereo unspecified)	-0.4	2.1%
Cn1c(=O)c2c(ncn2CC(=O)Nc2nnc(Cc3ccccc3)s2)n(C)c1=O	/	-0.5%
COc1ccc(OC)c(CCNC(=O)CS(=O)(=O)Cc2nc(-c3ccccc3C)oc2C)c1	14.5	8.0%
CC(=O)N1CCCN(Cc2cn(-c3ccc(C)cc3)nc2-c2ccc(F)cc2)CC1	-6.7	1.8%
N#Cc1c(-c2ccccc2Cl)cc(-c2ccccc2)[nH]c1=S	-11.4	0.3%
CCCC(C)NC(C)C(=O)NC1CCCC1 (stereo unspecified)	-3.5	0.0%
Cc1ccc2c(c1)c1c(n2C)C(C(N)=O)CCC1 (stereo unspecified)	19.1	2.5%
O=C1CCCCC1c1cccc2ccccc12 (stereo unspecified)	7.5	1.0%
O=c1[nH]c2ccc(S(=O)(=O)NCCO)cc2[nH]1	-13.5	-4.2%
O=C(COC(=O)c1cncc(Br)c1)NCCC1=CCCCC1	12.7	8.5%
Cc1ccnc(NC(=O)Nc2ccc3c(c2)N(C)C(=O)CS3)c1	/	1.3%
Cc1cc(C)c(C#N)c(SCc2ccccc2)n1	/	-5.5%
CCc1nnc(NC(=O)C2(C)COC(c3ccc(OC)cc3)OC2)s1 (stereo unspecified)	2.4	-1.0%
CC(C)C(=O)OC/C(O)=C(\C#N)c1nc2ccccc2[nH]1	-13.9	-2.9%
Cc1cccc(-n2cc(-c3ccccc3)c3c(NN4CCOCC4)ncnc32)c1	-10.6	5.5%
CC(C)Cn1nc(C(=O)OCC(=O)NCC(F)(F)F)c2ccccc2c1=O	10.0	-7.5%
Cc1cc(C)nc(/N=C(\N)Nc2ccc(C)c([N+](=O)[O-])c2)n1	-7.7	6.3%
COc1ccccc1NC(=O)N(Cc1ccccc1)c1ccccn1	/	-0.7%
O=C(N/N=C/c1cc(Cl)cc([N+](=O)[O-])c1O)C1CC1	0.6	0.0%
CCOC(=O)C1CCN(C(=O)COC(=O)COc2ccc(Cl)cc2)CC1	7.3	-7.0%
O=c1ccc(NS(=O)(=O)c2ccccc2Cl)cn1Cc1ccc(Cl)c(Cl)c1	0.6	-1.5%
Cc1ncoc1C(=O)N1CCCC(CCC(=O)NCc2ccccc2F)C1 (stereo unspecified)	-0.8	-0.9%
CCOC(=O)C1CCCN(c2ccc(NC(=O)c3snc4c(=O)[nH]c(C)nc34)cc2)C1 (stereo unspecified)	/	2.1%
C=CCn1cccc(C(=O)Nc2ccc(OC)c(OC)c2)c1=O	-7.3	0.9%
COc1ccc(C(CC(=O)NCc2ccco2)c2ccc(F)cc2)cc1 (stereo unspecified)	13.4	1.1%
N#CCC(=O)N/N=C1\CCCCC1C1CCCCC1 (stereo unspecified)	7.1	-0.1%
COC(=O)c1ccccc1NC(=O)CSc1ccccn1	6.4	-1.1%
CCCNS(=O)(=O)c1ccc(Oc2ncc(C(F)(F)F)cc2Cl)cc1	-0.2	2.7%
O=C(Nc1ccc(Nc2ccccc2)cc1)C(Cl)(Cl)Cl	-4.8	2.0%
CCOC(=O)N1CCC2(CC1)CC(=O)c1c(ccc3oc(C(=O)O)c(C)c13)O2	8.7	-3.0%
O=C(CSc1ncnc2ccccc12)c1ccc2c(c1)OCCO2	11.2	0.2%
O=C(NNC(=O)c1ccc2c(c1)OCO2)NC1CCCCC1	-7.1	/
NS(=O)(=O)c1ccc(CNS(=O)(=O)c2cccc3nonc23)cc1	-5.1	1.4%
CCOC(=O)c1c(C)[nH]c(C)c1C(=O)CSc1ncccn1	/	-1.0%

4 entries from above, reformatted:
mol: O=C(CSc1ncnc2ccccc12)c1ccc2c(c1)OCCO2
  Mtb RmlCD inh = 11.2
  M. tuberculosis GlmU = 0.2%
mol: NS(=O)(=O)c1ccc(CNS(=O)(=O)c2cccc3nonc23)cc1
  Mtb RmlCD inh = -5.1
  M. tuberculosis GlmU = 1.4%
mol: CCCNS(=O)(=O)c1ccc(Oc2ncc(C(F)(F)F)cc2Cl)cc1
  Mtb RmlCD inh = -0.2
  M. tuberculosis GlmU = 2.7%
mol: O=C(NNC(=O)c1ccc2c(c1)OCO2)NC1CCCCC1
  Mtb RmlCD inh = -7.1
  M. tuberculosis GlmU = /

Carrying on:
SMILES	Mtb RmlCD inh	M. tuberculosis GlmU
COC(=O)c1sc(=S)n(-c2ccc(Cl)cc2)c1C	11.6	6.8%
O=[N+]([O-])c1cc(S(=O)(=O)Nc2ccccc2)ccc1NCc1cccnc1	-5.5	-7.4%
CCOC(=O)C1=C(CSc2nc3c(cc2C#N)CN(C)CC3)OC(N)=C(C#N)C1c1ccc(Cl)cc1 (stereo unspecified)	-7.8	-2.5%
O=C1/C(=C/c2ccccc2)SC(=S)N1C1CCS(=O)(=O)C1 (stereo unspecified)	-10.4	0.2%
COc1ccc(N2C(=O)c3ccccc3S2(=O)=O)cc1	7.8	0.1%
COc1ccccc1-n1c(SCC(=O)N2CCCC2)nc2cccnc21	3.0	0.7%
COc1cccc(/C=C/C(=O)Nc2ccc3nc4n(c(=O)c3c2)CCCC4)c1OC	7.5	-4.5%
CCOC(=O)c1sc(NC(=O)CSc2nc(-c3ccco3)cc(C(F)(F)F)n2)c(C#N)c1C	11.1	-0.8%
COc1ccc(CNc2nc3nc(-c4ccccc4)cc(=O)n3[nH]2)cc1OC	14.0	7.0%
CCOC(=O)CN=C/C(C(=O)Nc1nccs1)=C(/C)O	-12.4	-1.6%
CCS(=O)(=O)Nc1ccc2c(c1)N(C(C)=O)c1ccccc1CC2	0.5	2.7%

Not all compounds are listed; count on the stated rates, not on these rows.
